# DAX1 inh-1 – DAX1 (NR0B1) inhibitors on StAR promoter, primary screen, cell-based, luminescence, SF-1 (NR5A1), full-length DAX-1 | HEK293T StAR-luciferase reporter, SF-1/DAX-1 repression relief | 370,000 tested, 1.1% active | inhibition, % at 6.8 µM | AID 652010, 2013;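 active = inhibition above the mean over all tested compounds plus 3 SD, cut at about 3.6% in these data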;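 also: 0% = DAX-1 cells with DMSO and 100% = cells lacking DAX-1 with DMSO; higher inhibition means more luminescence from relief of DAX-1 repression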
# GC-B act – human GC-B receptor activators, primary screen, HEK293 GC-B cells, cGMP TR-FRET, EC30 CNP. 0% at EC30 CNP, 100% saturating CNP. activation, % at 10 µM. 370,000 tested, 0.11% active. AID 1920062, 2024;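 active = activation at 10 µM reaching about 35% in either raw or pattern-adjusted values, limit read from the data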
# hgDAF12 agonist – H. glycines DAF-12 receptor agonists, primary screen, cell-based, luminescence, HEK293, GAL4 fusion, UAS-luciferase; AID 687014, 2013; HEK293 GAL4-hgDAF12 UAS-luciferase reporter, agonist luminescence; normalized to butyrate control; activation, % at 6.8 µM; 370,000 tested, 1.8% active;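 active = activation above a cutoff set at the mean of all screened compounds plus 3 SD, cut at about 10% in these data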;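 also: 0% = DMSO wells and 100% = sodium butyrate wells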
# SMARCA2 act – SMARCA2 (BRM) function activators, primary screen, cell-based, luminescence, high throughput | activation, % at 9.1 µM | 370,000 tested, 1% active | AID 652017, 2013 | MG213 cells, MMTV-luciferase reporter, dexamethasone, overnight; in the data active = activation above about 7.8%;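 also: 0% = vehicle wells and 100% = reference activator wells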
# NPR1 activator – GC-A stimulated cGMP production enhancers – HEK293 GC-A cells, cGMP TR-FRET, EC30 ANP, primary screen; 370,000 tested, 0.14% active; Atrial natriuretic peptide receptor 1 (Homo sapiens), P16066; 0% at EC30 ANP, 100% saturating ANP; AID 1671463, 2021; activation, % at 10 µM; in the data active = activation above about 40%
# ssDAF-12 act – S. stercoralis DAF-12 nuclear receptor activators, primary screen, cell-based, luminescence, HEK293, GRIP1 co-expression, lit1-tk-luc. Nuclear hormone receptor DAF-12 (Strongyloides stercoralis). 370,000 tested, 1% active. HEK293 ssDAF-12/GRIP1 lit1-tk-luc reporter; % of 3 µM dafachronic acid response. activation, % at 6.8 µM;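 active = activation above the mean over all tested compounds plus 3 SD, cut at about 0.9% in these data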;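 also: 0% = DMSO-only wells and 100% = 3 µM delta7-dafachronic acid wells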
# DAX1 inh-2 – DAX1 (NR0B1) inhibitors, primary screen, cell-based, HEK293, Gal4-DAX1, luciferase luminescence; HEK293 Gal4-DAX1 luciferase reporter; AID 504766, 2011; inhibition, % at 6.75 µM; 340,000 tested, 0.99% active; Nuclear receptor subfamily 0 group B member 1 (Homo sapiens), P51843;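 active = inhibition above the mean over all tested compounds plus 3 SD, cut at about 4.2% in these data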;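 also: 0% = DAX1-transfected cells with DMSO and 100% = empty-vector control cells with DMSO; inhibition shows as a rise in luminescence from relieved DAX1 repression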
# Target sequence (P51843 207-470 limits assumed): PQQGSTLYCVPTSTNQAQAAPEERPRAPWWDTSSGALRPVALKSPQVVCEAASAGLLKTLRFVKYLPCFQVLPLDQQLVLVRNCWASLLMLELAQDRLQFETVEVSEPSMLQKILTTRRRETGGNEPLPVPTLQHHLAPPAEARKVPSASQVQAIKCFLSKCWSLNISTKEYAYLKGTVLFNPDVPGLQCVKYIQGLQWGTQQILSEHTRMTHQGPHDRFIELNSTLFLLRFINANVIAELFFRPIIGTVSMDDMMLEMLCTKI
# sPLA2-III inh – human group III sPLA2 inhibitors, primary screen, biochemical, QFRET, BODIPY PC-A2 liposome substrate; Group 3 secretory phospholipase A2 (Homo sapiens), Q9NZ20; QFRET BODIPY PC-A2 liposome hydrolysis, fluorescence; inhibition, % at 12.2 µM; 370,000 tested, 0.56% active; AID 743126, 2013;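 active = inhibition above mean plus 3 SD of compounds lying within the high and low control bounds, cut at about 19% in these data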;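 also: 0% = median of test compound wells and 100% = no enzyme DMSO wells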
# GAA850 FXN act – FXN promoter activators, primary screen, cell-based, luciferase luminescence, HEK293 lucGAA850. HEK293 lucGAA850 FXN promoter luciferase reporter, 24 h; percent of 10 µM SAHA response. 360,000 tested, 0.56% active. activation, % at 6 µM;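 active = activation above the average of all compounds screened plus 3 SD, cutoff fixed separately per campaign, cut at about 7.5% in these data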;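 also: 0% = DMSO wells and 100% = 10 µM SAHA wells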
# KLK7 zymogen act – proKLK7 zymogen activators, primary screen, biochemical, fluorescence intensity; purified proKLK7, EDANS-DABCYL substrate fluorescence; 100% is mature enzyme control, 0% vehicle; AID 652039, 2013; Kallikrein-7 (Homo sapiens), P49862; 370,000 tested, 0.9% active; activation, % at 7 µM;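 active = activation above the mean of all tested compounds plus 3 SD, computed per campaign excluding outliers beyond control limits, cut at about 13% in these data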
# Target sequence (P49862 whole entry, looked up): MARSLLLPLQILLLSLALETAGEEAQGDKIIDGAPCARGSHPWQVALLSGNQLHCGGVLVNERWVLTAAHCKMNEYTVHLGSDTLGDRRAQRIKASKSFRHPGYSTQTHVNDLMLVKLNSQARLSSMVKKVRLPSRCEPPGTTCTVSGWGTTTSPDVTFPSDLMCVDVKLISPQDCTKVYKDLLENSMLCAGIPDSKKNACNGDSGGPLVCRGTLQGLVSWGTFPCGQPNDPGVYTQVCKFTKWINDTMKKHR
# hcDAF12 agonist – H. contortus DAF-12 nuclear receptor activators, primary screen, cell-based, luminescence, HEK293, lit1-tk-luc reporter; HEK293 hcDAF-12 lit1-tk-luc reporter; 0% DMSO, 100% Δ7-dafachronic acid; activation, % at 6.8 µM; 370,000 tested, 1.4% active; AID 652067, 2013;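 active = activation above the mean of all tested compounds plus 3 SD, cut at about 5.5% in these data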;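 also: 100% = response to 3 µM Δ7-dafachronic acid high control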
# Active calls of the source: *; . = not tested or not shown.
# The opening 2 compounds (preview)
SMILES,DAX1 inh-1,GC-B act,hgDAF12 agonist,SMARCA2 act,NPR1 activator,ssDAF-12 act,DAX1 inh-2,sPLA2-III inh,GAA850 FXN act,KLK7 zymogen act,hcDAF12 agonist
C[n+]1ccc(/C=C/c2c[nH]c3ccccc23)cc1,-0.9,-22,-3.6,-4,-23,-1.1,0.1,-37,2.0,3.3,4.8
COc1ccc(-c2coc3c(C(=O)NCCN4CCOCC4)cccc23)c(C)c1,-1.3,11,-0.8,-3,4,-2.0,.,-9,0.5,0.4,-2.9

# This part in full (from the top)
SMILES,DAX1 inh-1,GC-B act,hgDAF12 agonist,SMARCA2 act,NPR1 activator,ssDAF-12 act,DAX1 inh-2,sPLA2-III inh,GAA850 FXN act,KLK7 zymogen act,hcDAF12 agonist
C[n+]1ccc(/C=C/c2c[nH]c3ccccc23)cc1,-0.9,-22,-3.6,-4,-23,-1.1,0.1,-37,2.0,3.3,4.8
COc1ccc(-c2coc3c(C(=O)NCCN4CCOCC4)cccc23)c(C)c1,-1.3,11,-0.8,-3,4,-2.0,.,-9,0.5,0.4,-2.9
CC(Sc1ccccn1)C(=O)Nc1ccc2c(c1)OCCO2 (stereo unspecified),-1.9,-3,-4.7,-4,5,-1.7,2.2,6,-6.9,0.1,-1.3
O=C(COC(=O)c1c2c(nc3ccccc13)CCN(Cc1ccccc1)C2)Nc1c(F)cccc1F,-1.9,4,-7.4,2,-1,-2.1,0.0,-14,-8.8,-0.1,-3.5
O=c1[nH]c(Cc2ccc(Cl)cc2)nc2ccccc12,0.4,7,-3.3,1,5,-1.5,-1.7,-6,3.5,-0.1,-0.3
Cc1ccc(NS(=O)(=O)c2ccc(C(=O)N3CC(C)CC(C)C3)cc2)cc1 (stereo unspecified),-0.3,-8,0.5,-3,-16,-1.1,-1.0,-22,-1.7,0.7,-0.7
Cc1noc(C)c1COc1ccc(C(=O)NNC(=O)c2ccccc2)cc1,-5.7,-3,4.8,-3,0,-1.4,-1.6,-3,-3.0,0.2,-1.4
Cc1ccc(-c2nn(-c3ccccc3)cc2/C=C(\C#N)C(=O)NCc2ccccc2)cc1,-0.4,1,5.7,2,1,-0.8,-0.7,16,0.4,-0.6,-0.4
O=C(NCCC1=CCCCC1)C1CCCN(c2nc3ccccc3o2)C1 (stereo unspecified),0.4,2,-1.1,2,-2,-1.6,2.0,6,-1.0,-0.8,-2.1
Cc1nn(-c2ccccc2)c2sc(C(=O)N(Cc3ccco3)C(C)C(=O)NC(C)(C)C)cc12 (stereo unspecified),0.6,-4,3.6,-4,0,-1.0,0.4,2,0.5,-0.2,-0.6
CC(=O)Nc1ccc(C2NC(=O)CCC2[N+](=O)[O-])cc1 (stereo unspecified),-0.2,-5,-0.2,0,-3,-0.7,0.1,4,0.4,0.1,0.8
O=C(Nc1cccnc1Cl)c1cccs1,-0.2,-6,2.7,5,-1,-1.2,-0.8,2,-0.3,0.3,-1.1
O=c1[nH]c(C2CCN(S(=O)(=O)c3ccc4c(c3)OCCO4)CC2)nc2c1nnn2Cc1ccccc1,-0.1,-6,-0.7,-1,-3,-0.6,-2.1,-30,0.5,-0.4,-1.5
CC(CN1CCOCC1)OC(=O)c1ccccc1Cl (stereo unspecified),-0.4,4,-2.0,1,-1,-0.3,-1.5,0,-2.2,0.2,0.2
CSc1ccccc1C(=O)NCc1ccccc1C,-0.6,2,-0.1,-1,-4,-1.5,1.7,8,2.7,0.0,-0.9
Cc1ccsc1/C=N/NC(=O)c1ccc(-n2cccc2)cc1,0.3,-1,7.3,2,-2,-1.2,-0.6,0,2.6,-0.1,0.6
c1ccc(CCNCc2ccco2)nc1,-0.4,3,-1.3,1,0,-1.3,-0.7,14,0.4,0.1,-1.4
O=C1CC(c2ccc(Cl)cc2)CC(O)=C1C=NCCN1CCNCC1 (stereo unspecified),0.0,6,-0.2,-7,1,-0.7,.,3,.,-0.6,0.2
NNC(=O)CCn1nnc2ccccc21,-0.1,2,-0.5,4,1,-1.1,0.5,3,2.0,-0.5,-1.2
CC1(C(=O)NS(=O)(=O)c2cccc(OC(F)F)c2)CCN1C(=O)c1ccccc1CCc1ccccc1 (stereo unspecified),-0.6,1,1.8,0,0,-0.3,.,-40,0.9,0.7,-1.7
CCOc1ccc(NS(=O)(=O)c2ccc(-c3cnc(C4CC4)o3)cc2)cc1,-1.3,-2,0.0,-3,1,-1.2,0.1,-32,-3.3,0.4,-3.0

# A second format for some results above.
Molecule | DAX1 inh-1 | GC-B act | hgDAF12 agonist | SMARCA2 act | NPR1 activator | ssDAF-12 act | DAX1 inh-2 | sPLA2-III inh | GAA850 FXN act | KLK7 zymogen act | hcDAF12 agonist
O=C(Nc1cccnc1Cl)c1cccs1 | -0.2 | -6 | 2.7 | 5 | -1 | -1.2 | -0.8 | 2 | -0.3 | 0.3 | -1.1
O=c1[nH]c(C2CCN(S(=O)(=O)c3ccc4c(c3)OCCO4)CC2)nc2c1nnn2Cc1ccccc1 | -0.1 | -6 | -0.7 | -1 | -3 | -0.6 | -2.1 | -30 | 0.5 | -0.4 | -1.5
CC(CN1CCOCC1)OC(=O)c1ccccc1Cl (stereo unspecified) | -0.4 | 4 | -2.0 | 1 | -1 | -0.3 | -1.5 | 0 | -2.2 | 0.2 | 0.2
CSc1ccccc1C(=O)NCc1ccccc1C | -0.6 | 2 | -0.1 | -1 | -4 | -1.5 | 1.7 | 8 | 2.7 | 0.0 | -0.9
Cc1ccsc1/C=N/NC(=O)c1ccc(-n2cccc2)cc1 | 0.3 | -1 | 7.3 | 2 | -2 | -1.2 | -0.6 | 0 | 2.6 | -0.1 | 0.6
c1ccc(CCNCc2ccco2)nc1 | -0.4 | 3 | -1.3 | 1 | 0 | -1.3 | -0.7 | 14 | 0.4 | 0.1 | -1.4
O=C1CC(c2ccc(Cl)cc2)CC(O)=C1C=NCCN1CCNCC1 (stereo unspecified) | 0.0 | 6 | -0.2 | -7 | 1 | -0.7 | . | 3 | . | -0.6 | 0.2
NNC(=O)CCn1nnc2ccccc21 | -0.1 | 2 | -0.5 | 4 | 1 | -1.1 | 0.5 | 3 | 2.0 | -0.5 | -1.2
CC1(C(=O)NS(=O)(=O)c2cccc(OC(F)F)c2)CCN1C(=O)c1ccccc1CCc1ccccc1 (stereo unspecified) | -0.6 | 1 | 1.8 | 0 | 0 | -0.3 | . | -40 | 0.9 | 0.7 | -1.7
CCOc1ccc(NS(=O)(=O)c2ccc(-c3cnc(C4CC4)o3)cc2)cc1 | -1.3 | -2 | 0.0 | -3 | 1 | -1.2 | 0.1 | -32 | -3.3 | 0.4 | -3.0
